CaV13 FRET inh – Primary screen for inhibitors of IQ motif and Ca2+-dependent inactivation inhibitor domain binding in CACNA1D, Förster resonance energy transfer in living cells, …; inhibition, % at 12.3 µM; 340,000 compounds, 0.098% hits; HEK cells, CFP/YFP FRET ICDI-IQ, plate reader, 10 min; percent FRET-ratio fall versus neutral wells;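 active = mean replicate inhibition of at least 30% and at least 1% of replicates passing that level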;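 note: 0% = median of the neutral control wells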
MC4R ag barr – agonists of human melanocortin 4 receptor (MC4R) beta-arrestin | P32245 | U2OS MC4R beta-arrestin complementation, luminescence; percent of melanotan II response, DMSO zero | activation, % at 8.9 µM | 360,000 compounds, 0.98% hits | AID 540308;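 active = activation above a per-plate cutoff, the mean activation of sample wells on that plate plus 3 SD, cut at about 8% in these data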
Target sequence (P32245 whole entry, looked up): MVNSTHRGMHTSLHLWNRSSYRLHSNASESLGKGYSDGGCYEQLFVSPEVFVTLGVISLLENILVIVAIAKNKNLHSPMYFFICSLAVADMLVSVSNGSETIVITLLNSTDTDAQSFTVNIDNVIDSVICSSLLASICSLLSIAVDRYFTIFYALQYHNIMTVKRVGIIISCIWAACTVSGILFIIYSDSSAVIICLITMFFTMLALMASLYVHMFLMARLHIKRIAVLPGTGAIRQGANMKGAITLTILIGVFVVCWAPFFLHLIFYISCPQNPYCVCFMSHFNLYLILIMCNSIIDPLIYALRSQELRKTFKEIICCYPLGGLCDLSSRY
m5-HT2A agonist – activates the mouse 5-HT2A serotonin receptor | 360,000 compounds, 0.66% hits | activation, % at 7.6 µM | P35363 | CHO-K1 mHTR2A beta-arrestin complementation, luminescence; percent of 30 µM serotonin response;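 active = activation above a run cutoff, the mean activation of all tested compounds plus 3 SD, cut at about 14% in these data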;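 note: 0% = plate median of compound wells and 100% = 30 µM serotonin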
PDI inh – blocks human protein disulfide isomerase activity; PDI insulin aggregation turbidity, A650, 90 min; inhibition, % at 10 µM; 350,000 compounds, 0.052% hits; AID 588391;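 active = mean inhibition across replicates of 30% or more, whatever share of single replicates reach that level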;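 note: absorbance from insulin aggregation driven by PDI reduction with DTT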
Target sequence (P07237 whole entry, looked up): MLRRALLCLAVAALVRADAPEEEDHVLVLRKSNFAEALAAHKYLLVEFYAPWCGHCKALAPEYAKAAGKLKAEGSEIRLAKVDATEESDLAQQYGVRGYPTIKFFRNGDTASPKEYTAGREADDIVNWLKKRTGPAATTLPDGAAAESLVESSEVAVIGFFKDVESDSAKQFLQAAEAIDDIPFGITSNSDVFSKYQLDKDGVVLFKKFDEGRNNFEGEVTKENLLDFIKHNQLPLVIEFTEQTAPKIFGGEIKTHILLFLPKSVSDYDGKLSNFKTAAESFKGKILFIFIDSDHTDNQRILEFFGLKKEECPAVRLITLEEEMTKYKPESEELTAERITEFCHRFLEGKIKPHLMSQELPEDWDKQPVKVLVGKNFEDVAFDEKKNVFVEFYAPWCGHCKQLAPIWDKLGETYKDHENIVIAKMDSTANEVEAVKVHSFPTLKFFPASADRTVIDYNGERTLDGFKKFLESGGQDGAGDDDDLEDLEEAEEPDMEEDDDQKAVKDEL
N-glyco inh – blocks N-linked glycosylation in D54 reporter cells | D54 ERlucT glycosylation luciferase reporter, 24 h; percent of 100 nM tunicamycin response | reporter increase, % at 12.5 µM | 360,000 compounds, 0.23% hits;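 active = mean luciferase reporter signal, scaled so untreated is 0 and the glycosylation-blocking control 100, at or above a set limit in every replicate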;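 note: luciferase carries N-glycosylation sites so blocking glycosylation raises the light; 0% = median of neutral control wells and 100% = median of 100 nM tunicamycin wells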
MC4R antag cAMP – antagonists of human melanocortin 4 receptor (MC4R). P32245. MC4R-expressing cells, MTII-stimulated cAMP, LANCE TR-FRET. inhibition, % at 6.5 µM. 360,000 compounds, 0.48% hits. AID 540295;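 active = inhibition above its plate's cutoff, the mean of tested wells on that plate plus 3 SD, cut at about 29% in these data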;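 note: 0% = Melanotan II alone and 100% = Melanotan II plus saturating MCL0020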
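Assay system: human MC4R-expressing U2OS cells; reagent: Melanotan II stimulation of cells; dosing: 6.5 µM single dose; timing: compound 30 min, challenge 1 h, detection 1 h; signal: TR-FRET cAMP assay; replicates: one well per compound, no replicates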
ABCB6 inh 2 – inhibitors of human ABC transporter ABCB6 | AID 602162 | Q9NP58 | fluorescence ratio to DMSO, % at 10 µM | K562-ABCB6 porphyrin accumulation, flow cytometry, 1 h; hits give low values | 360,000 compounds, 0.19% hits;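 active = fluorescence ratio to DMSO below 75%, the collection mean minus 3 SD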;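 note: signal is porphyrin accumulated inside mitochondria; 100% equals median channel fluorescence of DMSO control wells; lower ratio means ABCB6 inhibition with less porphyrin fluorescence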
Exocytosis inh – blocks lytic granule exocytosis. 360,000 compounds, 0.66% hits. inhibition, % at 10 µM. TALL-104 LAMP-1 surface exposure, flow cytometry; cells stimulated with thapsigargin and PMA;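 active = inhibition above about 55%, limit read from the data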
Cardio protect – protects H9c2 cardiomyocytes from peroxide injury; 360,000 compounds, 0.63% hits; protection from H2O2 cell death, % at 20 µM; H2O2 injury protection, ATPLite, 2 h;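 active = compounds giving at least 50% protection of heart cells from peroxide-induced death in the single-dose screen, raw or plate-pattern-corrected value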;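 note: 0% = DMSO wells with peroxide and 100% = DMSO wells without peroxide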
ABHD5 PLIN5 PPI – ABHD5-PLIN5 protein interaction inhibition; Q00G26+Q8WTS1; Split G. princeps luciferase complementation, luminescence, 4 h; inhibition, % at 4 µM; 360,000 compounds, 0.78% hits;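 active = inhibition above the mean inhibition across every tested compound plus 3 SD, cut at about 22% in these data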;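 note: 0% = DMSO only wells and the 100% control is not disclosed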
* = called active by the depositor; · = no result given. Compounds were not picked by outcome; about 4.2% have a hit in one of these screens.

SMILES	CaV13 FRET inh	MC4R ag barr	m5-HT2A agonist	PDI inh	N-glyco inh	MC4R antag cAMP	ABCB6 inh 2	Exocytosis inh	Cardio protect	ABHD5 PLIN5 PPI
CN1C(c2ccccc2)CCOS1(=O)=O (configuration not stated)	-4	-0.8	0	-73	2	3	97	-2	5	5
COC(=O)c1ccc(NC(=S)N2CCN(Cc3ccccc3OC)CC2)cc1	-4	-1.9	0	0	0	8	97	10	3	-2
O=C(Nc1c(C(=O)Nc2ccc3c(c2)OCCO3)cnn1-c1ccccc1Cl)c1ccco1	-5	-1.4	-3	-3	-12	9	96	2	6	1
O=C(O)C1CC(=O)N(c2ccc(F)cc2)C1 (configuration not stated)	-4	-0.9	-2	-3	1	4	89	0	-1	-2
COC(=O)COc1cccc2c(=O)n(CC(=O)N3CCCc4ccccc43)ccc12	-6	1.5	-2	·	0	4	85	2	14	3
COc1ccc(CNc2oc(Cc3cccc4ccccc34)nc2C#N)cc1	·	-0.2	-6	-10	0	1	122	-3	-23	5
COc1ccc2c(Cl)c(-c3nnc4n3CCCCC4)sc2c1	·	-2.6	-3	-1	-5	-3	106	-3	-1	-1
Nc1cc(=O)[nH]c(SC/C=C/c2ccccc2)n1	·	-0.8	-2	0	3	-3	95	-3	-18	-2
COC(=O)C1OC2(OC1C(=O)OC)c1ccccc1-c1ccccc12 (configuration not stated)	-6	-2.4	-2	-3	4	11	100	-2	7	1
Cc1cccc(NC(=O)N2C3CCCC2CC(NC(=O)C(C)(C)C)C3)c1 (configuration not stated)	-20	0.0	-1	1	2	17	97	-5	12	-1
CCc1nc2c(OCCOc3ccc(F)cc3)cccn2c1N(C=O)Cc1ccc(OC)cc1	-10	1.0	-2	2	1	10	98	-2	5	3
CN(C)/C=C/C(=O)c1ccc(S(=O)c2ccccc2)cc1 (configuration not stated)	-4	-0.8	0	-3	-2	25	103	0	-8	7
COc1ccc(NC(=O)COC(=O)CCNS(=O)(=O)c2ccc(Cl)cc2)cc1	0	-0.8	1	9	2	14	100	-6	-5	6
CC(Oc1ccc(Cl)cc1Cl)C(=O)NNC(=O)C(=O)N1CCCC1 (configuration not stated)	-3	-1.9	4	12	1	2	87	-3	4	-2
CCOC(=O)Cc1csc(NC(=O)NC2(C(F)(F)F)Oc3ccc(Cl)cc3O2)n1 (configuration not stated)	-7	6.2	2	0	-2	17	97	-2	62*	25*
Cc1nc(N/N=C/c2cccc(F)c2)cc(N2CCOCC2)n1	-20	-0.6	-5	22	-7	3	95	9	19	0
CC(=O)Nc1ccc(S(=O)(=O)NC(C)C(=O)NC(C)c2ccccc2)cc1 (configuration not stated)	-2	-0.7	8	1	0	-7	104	0	7	-9
CCCN(C)C1CN(Cc2cn(Cc3ccc(F)cc3)nn2)S(=O)(=O)C1 (configuration not stated)	-7	·	-6	·	·	·	99	-4	·	-3
COc1cc(C2Sc3ccccc3NC3=C2C(=O)OC3)cc(OC)c1OC (configuration not stated)	·	-2.0	-1	9	21	0	100	-1	-11	-1
CCC(c1nnnn1Cc1ccccc1)N1CCN(C(=O)c2ccco2)CC1 (configuration not stated)	-1	-0.9	-4	-9	0	14	200	-4	4	6
C=CCC(NC(=O)c1ccc(C#N)cc1)C(=O)NCCC (configuration not stated)	-10	0.6	1	3	0	-1	95	-5	-3	2
C(=C\c1nc(N2CCCC2)c2ccccc2n1)/c1ccccc1	-6	5.9	-6	1	5	7	98	5	-25	2
COc1cc(NC(=O)N[C@@H](Cc2c[nH]c3ccccc23)C(=O)O)c(C(=O)O)cc1OC	-19	-1.8	2	6	-2	8	102	-5	-4	0
CN(CCCNC(=O)c1nn(C)c2c1CS(=O)(=O)c1ccccc1-2)Cc1ccccc1	-4	-3.4	-3	2	-3	4	97	-1	13	-6
CCOC(=O)/C(=C/c1ccc(OC(=O)c2ccncc2)cc1)C(C)=O	-5	-1.8	6	-3	3	12	98	-2	11	9
COCCSc1ccccc1C(=O)Nc1cc(C)ccn1	-5	0.1	-2	-2	1	6	99	1	-3	-5
Cc1ccc(S(=O)(=O)N2CCC(C(=O)Nc3ccc4c(c3)OCO4)CC2)cc1	-5	0.2	3	10	1	1	101	17	0	1
Cn1ncc(Br)c1C(=O)N1CCOCC1	-3	-1.1	14	11	2	-2	98	1	2	1
O=C(O)C1CCCCC1C(=O)OCCCCOC(=O)C1CCCCC1C(=O)O (configuration not stated)	-6	0.5	6	-6	2	8	95	-3	1	2
O=C(c1ccccc1)c1ccc(OC(=O)C2CCCCC2)cc1	-1	1.3	9	0	-1	4	103	1	-11	-5
COC(=O)C(CC(C)C)N(Cc1cc(OC)cc(OC)c1)S(=O)(=O)c1ccccc1Br (configuration not stated)	-5	-0.7	-8	6	-8	11	88	-2	-7	-3
O=C(NCc1ccco1)c1cc(-c2ccccc2)nn1CC1CC(c2cccnc2)=NO1 (configuration not stated)	-6	-1.0	-3	4	2	1	94	-4	-1	4
COC(=O)Cn1c(C(O)c2ccccc2)nc2ccccc21 (configuration not stated)	-21	1.5	3	2	0	17	117	2	5	-5
COc1ccc(-n2ncc3c(=O)n(CC(=O)Nc4ccc(S(=O)(=O)N5CCOCC5)cc4)cnc32)cc1	-5	-0.8	2	-7	-2	1	97	-3	-9	-8
CC(C)(C)NS(=O)(=O)c1ccc(NC(=O)c2cc(-c3ccccc3)nc3ccccc23)cc1	-5	5.2	3	-2	0	8	93	3	13	2
O=S(=O)(NC1=NCCC1)c1ccc(F)cc1F	-5	-2.7	2	-2	0	29*	93	-3	4	3
CCCNC(=O)c1cc(C2CCCCN2C(=O)c2ccc3ccccc3c2)on1 (configuration not stated)	-9	1.0	0	5	3	3	107	2	3	2
Cn1c(=O)c2c(nc(SCCCC#N)n2Cc2c(F)cccc2Cl)n(C)c1=O	-3	-0.8	-1	·	-3	4	97	4	32	10
O=C1Nc2ccccc2N=C(c2ccccc2)C1Br (configuration not stated)	-5	-2.2	-3	16	2	2	103	0	-3	-2
COc1ccc(NC(=O)c2ccco2)cc1S(=O)(=O)N1CCOCC1	3	-1.6	-2	19	1	1	97	2	8	-7
CCN(CC)C(=S)Nc1ccc(OC(F)F)cc1	-3	-0.8	0	5	-1	-1	100	1	-8	-2
COc1cccc(CN(C)C(=O)c2cc(COc3c(F)cccc3F)on2)c1	4	0.6	-3	6	0	-3	100	-2	2	-1
CC(C)(C)c1cc(S(=O)(=O)CCc2ccncc2)cc(C(C)(C)C)c1F	-3	1.0	2	0	-3	5	99	37	-1	5
CC(C)(C)[C@H]1CCC(=O)N([C@H](CSc2ccc(Br)cc2)Cc2ccccc2)CC1	-9	-0.4	-5	-8	-8	-1	101	5	-4	1
NCCCC[C@H]1CNC(=S)N1CCCCC1CCCCC1	-11	-0.5	-1	-3	0	0	98	2	-24	3
O=C(NCCc1ccccc1)C1CCCN(C(=O)NC2CCCCC2)C1 (configuration not stated)	-6	-0.9	-6	-7	0	15	97	-1	3	6
CN(C1CCCCC1)S(=O)(=O)CCNC(=O)c1ccccc1	-14	0.2	0	8	2	9	99	-4	-4	8
O=[N+]([O-])c1cnccc1Nc1cccc(F)c1	-5	0.0	-3	1	0	1	105	-4	-1	-3
O=C(Nc1ccncc1)c1ccccc1Cl	-19	1.0	0	8	-3	-5	96	-3	4	2
CN(C)S(=O)(=O)c1ccccc1N=C=S	-11	1.0	1	0	2	2	89	-4	5	0

Profiles from above. Values in the order: CaV13 FRET inh	MC4R ag barr	m5-HT2A agonist	PDI inh	N-glyco inh	MC4R antag cAMP	ABCB6 inh 2	Exocytosis inh	Cardio protect	ABHD5 PLIN5 PPI
CN(C1CCCCC1)S(=O)(=O)CCNC(=O)c1ccccc1 in the list: -14	0.2	0	8	2	9	99	-4	-4	8
CC(C)(C)[C@H]1CCC(=O)N([C@H](CSc2ccc(Br)cc2)Cc2ccccc2)CC1 in the list: -9	-0.4	-5	-8	-8	-1	101	5	-4	1
O=C(Nc1ccncc1)c1ccccc1Cl in the list: -19	1.0	0	8	-3	-5	96	-3	4	2
NCCCC[C@H]1CNC(=S)N1CCCCC1CCCCC1 in the list: -11	-0.5	-1	-3	0	0	98	2	-24	3
O=C(NCCc1ccccc1)C1CCCN(C(=O)NC2CCCCC2)C1 (configuration not stated) in the list: -6	-0.9	-6	-7	0	15	97	-1	3	6

Other results
SMILES	CaV13 FRET inh	MC4R ag barr	m5-HT2A agonist	PDI inh	N-glyco inh	MC4R antag cAMP	ABCB6 inh 2	Exocytosis inh	Cardio protect	ABHD5 PLIN5 PPI
CCCCCOc1ccccc1C(=O)NCCC(=O)O	-7	1.0	-3	5	0	11	97	-2	2	5
COc1cccc(NC(=O)N(C)C[C@@H]2Oc3cc(Br)ccc3S(=O)(=O)N([C@@H](C)CO)C[C@H]2C)c1	-7	-3.9	3	-3	3	-1	91	0	9	3
COCCn1c(-c2ccc(Cl)cc2Cl)nc2c(c(=O)c3ccccc3n2C)c1=O	-14	-1.8	0	-6	1	-1	84	7	1	-7
COC(=O)C1=C(C)Nc2ncnn2C1c1cccnc1 (configuration not stated)	-5	-0.4	1	-8	2	-6	95	0	7	0
COc1cc2c(cc1OC)CN(C(=O)c1cc(=O)c3ccccc3o1)CC2	·	-0.4	-3	10	18	-14	100	0	13	-1
CCC1CCCCN1C(=S)NC(=O)c1cc(S(=O)(=O)N2CCOCC2)ccc1C (configuration not stated)	-16	-1.4	-1	6	1	-2	97	-4	-12	-5
O=C1CC(c2cccc(Cl)c2)CC(O)=C1C=Nc1cccc(Cl)c1 (configuration not stated)	-8	1.9	2	-8	0	-10	101	0	0	3
CCCc1ccc2oc(C(=O)NCCc3cnn(C)c3)c(C)c2c1	-5	-0.3	-5	-1	-1	-1	91	9	0	4
COc1ccccc1N(CC(=O)Nc1ccccc1C(=O)N1CCCC1)S(C)(=O)=O	-3	-1.1	5	-2	2	6	85	-2	1	5
O=C(c1cccc(Cl)c1Cl)N1CCN(c2ccccn2)CC1	·	-0.1	-3	-4	-2	1	104	-3	3	-2
CN(Cc1ccccc1)C(=O)c1[nH]cnc1C(=O)N[C@@H](Cc1ccccc1)C(=O)OCc1ccccc1	·	3.9	23*	-3	3	1	95	24	-21	8
O=C(CN1C(=O)NC2(CCCCCCC2)C1=O)N1CCOCC1	-7	0.4	0	-4	-2	3	103	-2	7	-6
Cc1ccccc1Cn1c(C)c(C(=O)NCCC#N)sc1=O	-1	-0.4	-2	10	3	23	103	-2	0	-3
O=C(NCc1ccccn1)c1ccc(Cn2cc(Br)cn2)o1	-6	0.9	-2	18	0	11	94	-2	5	13
CCS(=O)(=O)c1nc(S(=O)(=O)c2ccc(C)cc2)c(N2CC(C)OC(C)C2)s1 (configuration not stated)	-7	-3.2	-2	6	-3	21	102	23	0	-4
Cc1nn(Cc2ccc(Cl)cc2)c(C)c1NC(=O)c1noc2c1CCCCC2	-7	-2.1	1	-1	-2	9	100	-2	-1	-3
CCOC(=O)c1cccc(NC(=O)CCn2cccc2)c1	·	-0.9	-4	0	1	3	108	-6	10	2

Screens from PubChem BioAssay.
